Tb PYK inh – blocks Trypanosoma brucei pyruvate kinase; hit rate 0.12% among 410,000; Q57TT1; Potency, µM (highest dose often 76.8 µM), without a hit: top-dose activity, negative = inhibition, usual class: inhibitors; TbPYK enzyme, Kinase-Glo Plus ATP luminescence, 45 min; active means well fitted inhibition curve with a large enough effect; inconclusive means small, poorly fitted or top-dose-only effect; further: nearly all actives have a fitted effect of over 50% in size
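Luminescent Kinase-Glo Plus end-point after 45 min room-temperature reaction of T. brucei pyruvate kinase started with 130 uM ADP (final). Buffer TEA 50 mM pH 7.2 with KCl, MgCl2, BSA, Tween-20; titration-based qHTS with fitted concentration-effect curves.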
* hit, by the source's call; ? = inconclusive; [ ] = another dose, or the depositor's remark. On the % scale 0 is the no-effect control and ±100 the full control effect; potency means the concentration at half of the fitted maximal effect.

SMILES | Tb PYK inh
Cc1nc(SCC(=O)c2cc(C)n(C3CC3)c2C)c2ccccc2n1 | 3%
CCc1nc2c(OCCC3CCCCC3)cccn2c1N(C)C(=O)c1ccc(OC)cc1 | -10%
CCOc1ccc(NC(=O)c2cnn(-c3ccc(C)c(Cl)c3)c2C2CCNCC2)cc1 | -5%
Cc1ccc(NC(=O)C2CCCN(c3nnc(C)c4c(C)n(-c5ccccc5)nc34)C2)c(Cl)c1 (stereo not drawn) | 0%
O=[N+]([O-])c1cc(-c2nc(-c3ccccc3)no2)ccc1NC1CCCCC1 | -3%
CCc1nc2c(OCc3c(C)noc3C)cccn2c1N(C=O)Cc1ccccc1 | -15%
COc1cccc(C2CC(=O)Nc3c2c(=O)[nH]c2ncnn32)c1OC (stereo not drawn) | 0%
N#Cc1cccc(NC(=O)Cn2nc(Cc3ccncc3)c3ccccc3c2=O)c1 | 5%
Cc1ccc(C)c(OCc2cc(C(=O)NC(c3ccccn3)C(F)(F)F)no2)c1 (stereo not drawn) | 4%
CCN(CC)CCNC(=O)c1sc2ncccc2c1-n1cccc1 | 0%
CCn1ccc2cc(S(=O)(=O)N3CCC(C(=O)NCCc4ccccc4)CC3)ccc21 | 1%
Cc1cc(Cl)ccc1C(O)c1ncc(-c2ccc(F)cc2)[nH]1 (stereo not drawn) | 0%
O=C(Cn1c(=O)n(-c2ccccc2)c(=O)c2ccc(C(=O)NCc3ccc4c(c3)OCO4)cc21)Nc1ccc(Br)cc1F | 3%
Cc1cc(C)c2c(c1)NC(=O)C2(O)c1c[nH]c2ccccc12 (stereo not drawn) | -5%
c1ccc(/N=C2\N=C(Nc3ccccn3)c3ccccc32)nc1 | 0%
Cc1ccc(-n2c(=O)c3c(c4cc(C)ccc4n3C)n(CC(=O)NCc3ccccc3Cl)c2=O)cc1 | -1%
C=C(C)CSc1nc2sc3c(c2c(=O)n1-c1ccccc1)CCC(C)C3 (stereo not drawn) | 0%
Cc1ccc(N2CCN(C(=O)Cn3ncc4c([nH]c5ccc(C)cc54)c3=O)CC2)c(C)c1 | -2%
CC1(C(=O)NS(=O)(=O)c2ccc(Cl)cc2)CCN1C(=O)CCc1ccccc1 (stereo not drawn) | 5%
COC(=O)c1c(NC(=O)c2ccc(S(=O)(=O)N(C)C3CCCCC3)cc2)sc2c1CCN(C)C2 | -3%

Another view of 3 compounds above:
Structure	Tb PYK inh
Cc1ccc(N2CCN(C(=O)Cn3ncc4c([nH]c5ccc(C)cc54)c3=O)CC2)c(C)c1	-2%
CC1(C(=O)NS(=O)(=O)c2ccc(Cl)cc2)CCN1C(=O)CCc1ccccc1 (stereo not drawn)	5%
COC(=O)c1c(NC(=O)c2ccc(S(=O)(=O)N(C)C3CCCCC3)cc2)sc2c1CCN(C)C2	-3%

The list goes on.
SMILES | Tb PYK inh
CCN(CC(=O)Nc1c(F)cccc1F)C(=O)CCCN1C(=O)c2ccccc2C1=O | -8%
CC12CCC3C(CCC4CC(O)CCC43C)C1CC(O)C2 (stereo not drawn) | -4%
Cc1ccccc1Nc1sc(C(=O)c2ccc(F)cc2)c(N)c1C(=O)NCCc1ccccc1 | -5%
N#Cc1ccc(CN2CCCC3(CCN(C(=O)c4cnccn4)CC3)C2)cc1 | -1%
O=C(Nc1cccc(OC(F)(F)F)c1)C1Cc2c(-c3ccccc3Oc3ccccc3)ccnc2O1 (stereo not drawn) | -7%
COc1ccc(CCN2C(=O)C=CC2=O)cc1OC | ?
Cn1c(NCc2ccccc2)nc2cc(-c3cccc(C(F)(F)F)c3)sc2c1=O | 0%
CC1=CC(C)(C(Cl)(Cl)Cl)C(C)=CC1=NO (stereo not drawn) | 4%
c1ccc(-c2cnc(-c3ccccc3)nn2)cc1 | -11%
COc1ccc(NC(=O)C2Cc3c(-c4cccc(NC(C)=O)c4)ccnc3O2)cc1 (stereo not drawn) | 5%
CCOc1ccccc1NC(=O)c1nn(-c2ccc(C)cc2)c(=O)n(C)c1=O | -4%
CC(NC(C(=O)c1ccccc1)c1ccccc1)c1ccccc1 (stereo not drawn) | 4%
Cn1nnnc1SCCCNCc1ccccc1OCc1ccc(F)cc1 | 4%
CC(=O)N(C)C[C@@H]1Oc2ncc(C#Cc3ccc(F)cc3)cc2C(=O)N([C@@H](C)CO)C[C@H]1C | -2%
CC12C=CC(=O)C=C1CCC1C2C(=O)C[C@@]2(C)C1CCC2(O)C(=O)CO (stereo partly drawn) | 2%
COc1ccc(NC(=O)c2nc(S(=O)(=O)Cc3ccc(C)cc3)ncc2Cl)cc1 | -3%
CCc1ccc(NC(=O)CSc2nc3n[nH]c(C)c3c(=N)n2-c2ccccc2C)cc1 | -5%
CCCNC(=O)C1(C)CCN(C(=O)c2ccc(OC)cc2OC)C1 (stereo not drawn) | -1%
Cc1ccc(OC(=O)c2cc(-c3ccc(Cl)cc3)on2)c(C)c1 | -2%
Cc1ccc(CN2CCCn3nc(C(=O)NCCc4ccc(Cl)cc4)cc3C2=O)cc1 | 2%

Single entries from the list.
Under Tb PYK inh, COc1ccc(NC(=O)C2Cc3c(-c4cccc(NC(C)=O)c4)ccnc3O2)cc1 (stereo not drawn) shows 5%
Under Tb PYK inh, Cc1ccc(CN2CCCn3nc(C(=O)NCCc4ccc(Cl)cc4)cc3C2=O)cc1 shows 2%
Under Tb PYK inh, Cn1c(NCc2ccccc2)nc2cc(-c3cccc(C(F)(F)F)c3)sc2c1=O shows 0%
Under Tb PYK inh, c1ccc(-c2cnc(-c3ccccc3)nn2)cc1 shows -11%

New compounds follow:
SMILES | Tb PYK inh
COC(=O)CNC(c1ccccc1)c1cc(Br)ccc1NC(=O)c1cc(OC)c(OC)c(OC)c1 (stereo not drawn) | -7%
CC(=O)c1c(C)[nH]c(C(=O)OCC(=O)NCc2ccccc2)c1C | -10%
Nc1cc2c(cc1Br)-c1ccccc1C2=NO | 0%
O=C(CSc1nc2ccccc2n1CC(=O)Nc1ccc(F)cc1F)Nc1ccc(F)cc1 | 2%
COc1cccc2cc(-c3nc(-c4cccs4)no3)c(=O)oc12 | -6%
Cc1ccc(C)c(N2CCN(c3cc(C)nc4c(-c5ccc(Cl)cc5)c(C)nn34)CC2)c1 | 7%
Clc1ccc(CN2CCc3nc(N4CCN(c5ccccn5)CC4)ncc3C2)cc1 | -6%
N#Cc1c(-n2ncnc2-c2ccc(F)cc2)sc2c1CCCCC2 | -14%
COc1ccc(Cl)cc1NC(=O)Cn1c(=O)n(Cc2ccc(F)cc2)c(=O)c2cccnc21 | -2%
COc1ccccc1Cn1c(C)c(C(=O)NCc2ccc(C#N)cc2)sc1=O | 3%
Cc1ccc(NC(=O)c2ccc3[nH]c(C)cc(=O)c3c2)cc1 | -4%
CC(C)Oc1ccc(CNC(=O)c2ccc(Cn3c(=O)c4cccn4c4cccnc43)cc2)cc1 | -3%
CC(C)C1C(=O)N(Cc2cn(CC3CCCCC3)nn2)CCS(=O)(=O)N1Cc1ccc(-c2ccc(Cl)nc2)cc1 (stereo not drawn) | -12%
C=CCN(CC=C)Cc1cc(=O)oc2cc(C)c(C)cc12 | 6%
CCOc1ccc(-c2nc(Cn3c(=O)cc(-c4ccccc4)c4c(C)nn(C)c43)c(C)o2)cc1 | 0%
CCc1ccc(-n2nc(C)c3c(C(=O)Nc4cc(C)ccc4C)cc(C)nc32)cc1 | -6%
COc1ccc(-c2oc3ccc(N4CCOCC4)cc3c2C#Cc2ccc(N)cc2)cc1 | -6%
Cc1c(Cl)ccc2sc(NC(=O)c3ccc(S(=O)(=O)N4CCCc5ccccc54)cc3)nc12 | 3%
COc1ccc(Oc2ncc3nc(-c4ccc(Cl)cc4)c(=O)n(CCC#N)c3n2)cc1 | -4%
CCCCc1nc2ccc(F)cc2cc1C | 0%
CN[C@@H](C)C(=O)NC[C@H]1O[C@@H](n2cnc3c(=O)[nH]c(N)nc32)[C@H](O)[C@@H]1O | -3%
COc1ccc(OC)c(CNCc2c(C(=O)O)n(Cc3ccccc3)c3cc(OC)ccc23)c1 | -2%
CCOCCCN(Cc1ccco1)S(=O)(=O)c1cc2c(cc1Cl)NC(=O)CO2 | 1%[15.4 µM]
CC(C)Oc1ccccc1OC1(C)CCN(Cc2ccc(OC(F)(F)F)cc2)C1 (stereo not drawn) | 3%
COc1ccccc1NC(=O)Cn1ccn(-c2cc(C)cc(C)c2)c(=O)c1=O | -3%
CCC(=O)Nc1cc(-c2nc3ccccc3s2)c(Cl)cc1Cl | -13%
CCOc1cc(CNC(=O)c2ccc3c(c2)NC(=O)C2CCCCN32)cc(OCC)c1OCC (stereo not drawn) | -1%
O=C(Nc1ccc(N2CCOCC2)c(C(=O)O)c1)c1ccc(Br)cc1 | -2%
CCN(CC)S(=O)(=O)c1ccc2c(c1)N(CC(=O)NCc1ccc(F)cc1)C(=O)CO2 | 0%
COc1ccc(CCNC(=O)C(C)n2c(=O)cc(-c3ccccc3)c3c(C)nn(C)c32)cc1OC (stereo not drawn) | 1%
COc1cc(/C=N/NC(=O)c2cc(-c3ccccc3C)nc3ccccc23)cc(OC)c1O | -7%
COc1cccc(CNC(=O)C2CCN(S(=O)(=O)c3ccc4c(c3)CCCN4C(C)=O)CC2)c1 | 1%
Cc1ccc(NS(=O)(=O)c2ccc3c(c2)NC(=O)C(C)C(=O)N3)cc1F (stereo not drawn) | 1%
COc1ccccc1CNC(=O)Cn1nc(C)c([N+](=O)[O-])c1C | 0%
CCOc1ccccc1NC(=O)c1c(NC(=O)Cc2ccccc2)sc2c1CCCC2 | -1%
COC(=O)c1ccc(Cl)c(NC(=O)CN(c2ccc(OC)cc2)S(=O)(=O)c2ccccc2)c1 | -2%
COc1ccc(NC(=O)C[C@H]2C(=O)N(C3CCCCC3)C[C@@H]2C)cc1 | 1%
CCc1noc(C)c1C(=O)NCCN1C(=O)S/C(=C\c2ccccc2F)C1=O | -1%
CC(Sc1nc2c(c(=O)[nH]1)CCCC2)C(=O)Nc1cc(C(F)(F)F)ccc1Cl (stereo not drawn) | 5%
C[C@H](CO)N1C[C@H](C)[C@@H](CN(C)Cc2ccc(C(=O)O)cc2)OCc2cnnn2CCCC1=O | -3%
O=C(CCN1CCN(Cc2ccccc2)CC1)NNC(=O)c1ccc(Cl)c(Cl)c1 | 1%
COCCCNC(=O)c1ccc(C)c(-n2c(C)nc3cccnc32)c1 | 2%[15.4 µM]
CCn1c2ccccc2c2cc(CN3CCN(Cc4ccccc4Cl)CC3)ccc21 | 5%
CCCCNC(=O)CN1C(=O)CSc2ccc(S(=O)(=O)N3CCOCC3)cc21 | -9%
Cc1ccc(OCC(=O)Nc2ccc(C(=O)OCc3cc(=O)n4ccsc4n3)cc2)cc1C | 1%
CCOc1ccccc1NC(=O)Nc1cc2c(cc1N1CCCCC1)n(CC)c(=O)n2CC | -10%
COc1ccc(-c2cn3c(n2)sc2cc(C(=O)Nc4ccc(F)cc4Cl)ccc23)cc1 | 0%
CCN(c1ccccc1C)S(=O)(=O)c1nnc(NC(=O)c2ccccc2C)s1 | 0%
COc1ccc(N2CC(C)(C)[C@H](CC(=O)Nc3ccc(Br)cc3)C2=O)cc1 | 9%
Cc1cccc(C)c1NC(=O)C1(C)CCC(=O)N1C1CCN(Cc2ccccc2)CC1 (stereo not drawn) | 3%
COc1cccc(NC(=O)c2ccc(CNS(=O)(=O)c3ccc4c(c3)C(C)(C)C(=O)N4C)cc2)c1 | 3%
CCOc1ccccc1CNc1nc2nc(C)c(CC(=O)OC)c(=O)n2[nH]1 | 4%
O=C1NCN(C2CCCCC2)CN1 | 1%
COc1cccc(-c2nc(-c3ccc(C(=O)O)cc3)no2)c1 | -15%
Cc1ccc2nc(COc3ccccc3NC(=O)C(C)(C)C)cc(=O)n2c1 | 1%
COc1ccc(CNC(=O)c2cc3c(s2)-c2ccccc2OC3)cc1 | 4%
CCOC(=O)C1=C(C)N=c2s/c(=C/c3ccc(OCC(=O)O)c(OC)c3)c(=O)n2C1c1ccc(Cl)cc1 (stereo not drawn) | -21%
O=c1[nH]c(=S)[nH]cc1Oc1ccccc1 | -3%
CCOC(=O)c1c(C)[nH]c(CCC(=O)NCc2cc(OC)c(OC)c(OC)c2)c1C | -1%
COc1ccc(Cc2nc3c4cnn(-c5cccc(F)c5)c4ncn3n2)cc1 | -4%

5 records drawn at random from the list so far:
SMILES | Tb PYK inh
O=c1[nH]c(=S)[nH]cc1Oc1ccccc1 | -3%
CCn1c2ccccc2c2cc(CN3CCN(Cc4ccccc4Cl)CC3)ccc21 | 5%
COc1cccc(-c2nc(-c3ccc(C(=O)O)cc3)no2)c1 | -15%
Cc1ccc(OCC(=O)Nc2ccc(C(=O)OCc3cc(=O)n4ccsc4n3)cc2)cc1C | 1%
CCOc1ccccc1NC(=O)Nc1cc2c(cc1N1CCCCC1)n(CC)c(=O)n2CC | -10%

Some of the entries so far, in markdown.
| compound | Tb PYK inh |
| --- | --- |
| O=C1NCN(C2CCCCC2)CN1 | 1% |
| COc1cccc(-c2nc(-c3ccc(C(=O)O)cc3)no2)c1 | -15% |

Later entries
SMILES | Tb PYK inh
Cc1ccccc1-c1cc2nc(NCc3ccccc3F)n(C)c(=O)c2s1 | 8%
CCCn1c(=NC(=O)c2ccncc2)c(C#N)cc2c(=O)n3cccc(C)c3nc21 | 1%
CC(C)c1ccc(S(=O)(=O)NCCCN2CCOCC2)cc1 | -8%
COc1ccccc1CNC(=O)c1ccc(Cn2c(SCc3ccccc3)nc3cccnc32)cc1 | -4%
CCOC(=O)C(C)NC(=O)C1CCN(c2ncnc3c2nc2n3CCCCC2)CC1 (stereo not drawn) | -1%
COc1ccc2nc(NC(=O)c3nc(S(=O)(=O)Cc4cccc(C)c4)ncc3Cl)sc2c1 | 1%
Cc1ccccc1S(=O)(=O)N1C[C@H]2CON(C)[C@H]2C[C@H]1c1cccc(-c2ccccc2)c1 | 3%
CCOC(=O)c1c(NC(=S)SC)sc(C(=O)N2CCc3ccccc3C2)c1C | 2%

Screening data (PubChem)

An excerpt; the hit share may differ from the screen's.
